# Screening data from PubChem.
# H9c2 TAG inh: reduces triacylglycerol accumulation in H9c2 cells; Nile Red lipid (TAG) fluorescence; cells loaded with 200 µM oleic acid; inhibition, % at 12.5 µM; 230,000 tested, 0.66% active; AID 651582;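 active means pattern-corrected inhibition of lipid staining of at least 50% with the nuclear-stain viability signal not falling by more than 50%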;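 further: 0% = DMSO wells and 100% = triacsin C control wells; some results filed as inactive read as strong as hits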
# H9c2 TAG inh DAPI viability: recorded beside H9c2 TAG inh, whose call it bears; DAPI nuclei signal change (viability), lower = more cytotoxic, %;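 whole-well DAPI fluorescence read on a plate reader as a viability signal; minus 50 percent equals half of cells still viable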
# Numbers without * were called inactive; i = inactive. This is a subset (hit frequency here may not be typical).
structure	H9c2 TAG inh DAPI viability	H9c2 TAG inh
CC(=O)NCC(=O)NC(C(=O)Nc1ccc2c(c1)OCCO2)c1ccc(C)cc1 (stereo unspecified)	4	-7
Cc1nnc(C)n1/N=C/c1ccc(O)cc1	5	9
O=C1NC(c2cccnc2)C(C(=O)c2cccs2)C(O)(C(F)(F)F)N1 (stereo unspecified)	1	1
COc1ccc(OC)c(S(=O)(=O)NC(C)c2cnn(-c3ccccn3)c2C)c1 (stereo unspecified)	3	-15
CCC(C)NC(=O)CSc1nc2cc(S(=O)(=O)N3CCOCC3)ccc2n1CC (stereo unspecified)	-5	7
CC(OC(=O)CCc1ccccc1)C(=O)Nc1ccc(Cl)cn1 (stereo unspecified)	14	-9
O=C(COc1c(Cl)cccc1Cl)Nc1ccccc1N1CCCC1	2	-53
Cc1ccc2[nH]c(=O)c(CNC(C)C)cc2c1	-5	17
COc1ccc(NC(=O)N(C)C[C@H]2OCCCC[C@@H](C)Oc3ccc(N(C)C)cc3C(=O)N([C@H](C)CO)C[C@@H]2C)cc1	-9	-2
Cc1cc(C)nc(NS(=O)(=O)c2ccc(NC(=O)c3ccccc3Br)cc2)n1	-1	-3
CCCOc1ccc(N2C(=O)CC(N(CCCO)C(=O)CC)C2=O)cc1 (stereo unspecified)	7	-2
Cc1ccc(OC(=S)Nc2ccccc2)c(C)c1	0	-1
CC(NC(=O)COC(=O)c1ccco1)c1ccccc1 (stereo unspecified)	-3	1
CC[C@H](C)[C@H]1CNC(=S)N1CC1CCN(CCCC2CCCC2)CC1	13	-4
CC1(C)CC(=O)C2=C(C1)Oc1ncn(CCO)c(=N)c1C2c1ccccc1 (stereo unspecified)	2	1
COc1ccc(N2CCN(CC(=O)Nc3ccc(C)c(C)c3)CC2)cc1	-7	7
CCSc1nc(N)c2c(C)c(C)sc2n1	1	-8
CCc1nc2ccccc2c(=O)n1/N=C/c1ccc(OC)cc1	7	-56
CCOCCCNC(=O)c1c[nH]c2ccc(OCC)cc2c1=O	-4	4
CC1=C(C(=O)NCCc2ccc(C)cc2)C2(CCC(C)CC2)OC1=O (stereo unspecified)	2	0
CC(=O)Nc1ccc(S(=O)(=O)n2nc(C)cc2C)cc1	-1	-6
COc1ccccc1NC(=O)Cc1noc(CN(C)Cc2cccs2)n1	-5	-210
O=C(COC(=O)c1ccc[n+]([O-])c1)Nc1cc([N+](=O)[O-])ccc1Cl	9	-4
COC(=O)CSc1nc2ccc(NC(=O)CSc3nnnn3Cc3ccccc3)cc2s1	3	-14
O=C(O)CCCC(=O)N1CCC(C(O)(c2ccccc2)c2ccccc2)CC1	-10	5

# Entries of single compounds from above:
# Shown for Cc1ccc2[nH]c(=O)c(CNC(C)C)cc2c1 : H9c2 TAG inh DAPI viability = -5; H9c2 TAG inh = 17
# Shown for CC(=O)NCC(=O)NC(C(=O)Nc1ccc2c(c1)OCCO2)c1ccc(C)cc1 (stereo unspecified) : H9c2 TAG inh DAPI viability = 4; H9c2 TAG inh = -7

# Three compounds picked at random from those above:
structure	H9c2 TAG inh DAPI viability	H9c2 TAG inh
CC1=C(C(=O)NCCc2ccc(C)cc2)C2(CCC(C)CC2)OC1=O (stereo unspecified)	2	0
COc1ccc(OC)c(S(=O)(=O)NC(C)c2cnn(-c3ccccn3)c2C)c1 (stereo unspecified)	3	-15
Cc1ccc2[nH]c(=O)c(CNC(C)C)cc2c1	-5	17

# New compounds follow:
structure	H9c2 TAG inh DAPI viability	H9c2 TAG inh
c1ccc(Nc2ccccc2)cc1	-2	-3
O=[N+]([O-])c1ccc(NN=Cc2cccc3ccccc23)nc1	10	17
O=C(COC(=O)c1cc(=O)[nH]c2ccccc12)Nc1ccccc1F	4	-1
CCOC(=O)c1ccc(NC(=O)CSc2nc(C)nc3c2c(=O)n(C)c(=O)n3C)cc1	5	11
O=C(NC1CCN(Cc2ccccc2)CC1)c1ccccc1NS(=O)(=O)c1ccc(F)c(F)c1	10	1
CN(CC(=O)Nc1c(Cl)cccc1Cl)C(=O)CCCN1C(=O)c2ccccc2C1=O	-6	9
O=C(COc1cccnc1[N+](=O)[O-])Nc1ccc(Cl)c(S(=O)(=O)N2CCOCC2)c1	7	3
COc1cc(CNCc2ccc(C)cc2)cc(OC)c1OC	4	-6
Nc1cc(S(=O)(=O)O)cc([N+](=O)[O-])c1O	12	-10
CN(C)CC/C=C1/c2ccc(F)cc2Sc2ccc(Cl)cc21	-11	44
Cc1ccccc1NC(=O)COC(=O)COc1ccc2c(c1)CCC2	7	7
O=C(N/N=C/c1ccc(Cl)c([N+](=O)[O-])c1)c1ccc2nc[nH]c2c1	-7	-3
Cc1nn(-c2ccccc2)c2sc(C(=O)N(CC(=O)NC(C)(C)C)Cc3ccco3)cc12	-2	11
CNc1snc(C)c1C(=O)OC(C)C(=O)Nc1cccc(OC)c1 (stereo unspecified)	2	-13
CN(C)S(=O)(=O)c1ccc(NC(=O)N2CCOCC2)cc1	-14	-2
CC12CCC(=O)N1C(C(=O)Nc1ccc(Cl)c(S(=O)(=O)N3CCCCC3)c1)CS2 (stereo unspecified)	4	-22
C[C@@H](C(=O)N1CCNCC1)n1cc(CCCN=C(N)N)nn1	0	4
S=C(NCc1ccccc1)NCc1ccc(Cl)cc1	-1	-22
Cc1ccc2nc(N3CCN(C(=O)c4cccs4)CC3)c(C#N)cc2c1	-4	-18
O=C(OCC#CCSc1nnc(-c2cccc3ccccc23)o1)c1ccc2ccccc2c1	-8	6
CCCCNC(=O)C1(C)CCN1C(=O)c1cccnc1Oc1ccccc1 (stereo unspecified)	11	-2
O=C(Nc1ccccc1NC(=O)C1CCCO1)c1ccco1 (stereo unspecified)	19	-21
O=C(C/C=N\OCc1ccc([N+](=O)[O-])cc1)Nc1ccccc1	7	-14
O=C1Cc2cc(S(=O)(=O)Nc3ccc(N4CCOCC4)cc3)ccc2N1	-5	12
COc1cc2c(cc1CNC[C@H]1O[C@@H](n3ccc(N)nc3=O)[C@H](O)[C@@H]1O)OCO2	5	-6

# Next section; it opens with the 5 that closed the last part.
structure	H9c2 TAG inh DAPI viability	H9c2 TAG inh
CCCCNC(=O)C1(C)CCN1C(=O)c1cccnc1Oc1ccccc1 (stereo unspecified)	11	-2
O=C(Nc1ccccc1NC(=O)C1CCCO1)c1ccco1 (stereo unspecified)	19	-21
O=C(C/C=N\OCc1ccc([N+](=O)[O-])cc1)Nc1ccccc1	7	-14
O=C1Cc2cc(S(=O)(=O)Nc3ccc(N4CCOCC4)cc3)ccc2N1	-5	12
COc1cc2c(cc1CNC[C@H]1O[C@@H](n3ccc(N)nc3=O)[C@H](O)[C@@H]1O)OCO2	5	-6
COC(=O)CN1C(=O)N/C(=C/c2cc(OC)c(OC)cc2C)C1=O	-9	4
CC(C)(C)CNC(=O)c1cccc2c1C(=O)c1ccc(-c3cc4ccccc4o3)cc1S2(=O)=O	17	30
Cc1ccc(NC(=O)CCCOc2ccccc2)cc1S(=O)(=O)N1CCOCC1	-5	-22
CCN1C(=O)S/C(=C\c2ccc(N3CCOCC3)cc2C)C1=O	8	5
CCCCCCCCNCCS(=O)(=O)NC1CCCCC1	7	-8
O=C(CN(c1ccccn1)S(=O)(=O)c1ccccc1)Nc1ccccc1	-21	-15
Brc1ccc(CSc2ncn[nH]2)cc1	0	20
CC(=O)Nc1nc(CC(=O)c2ccccc2)cs1	-10	11
NS(=O)(=O)c1cc2c(cc1Cl)NC(C1CC3C=CC1C3)NS2(=O)=O (stereo unspecified)	7	8
COc1cc(SC)ccc1C(=O)Nc1ccon1	-1	2
COc1ccc(-n2nnnc2SCC(=O)N2CCCc3ccccc32)cc1OC	-5	-2
Cc1ccc(NC2c3ncccc3C(=O)N2Cc2cccs2)cc1C (stereo unspecified)	-5	0
CN1C(=O)C(C)(C)c2cc(S(=O)(=O)N3CCC(C(=O)Nc4ccc(Cl)cc4)CC3)ccc21	-7	-3
Cc1ccc(S(=O)(=O)NCC(=O)N(CCc2ccccc2)CC(=O)NCc2ccco2)cc1	13	-19
CC1(C)C(=O)Nc2ccccc2N1C(=O)CN1C(=O)c2ccccc2C1=O	-1	9
COc1ccc(CNc2nc3ccccc3n2CCN2CCOCC2)cc1	-10	-22
O=C(NCCOc1ccccc1)c1ccc2n[nH]nc2c1	0	11
COc1cc(OC)cc(-c2noc([C@H]3C[C@H](O)[C@@H](CO)O3)n2)c1	-5	7
CC(C)(C)[C@H]1C=C(C(=O)NCc2ccccc2)O[C@@H](OCc2ccc(CO)cc2)C1	-1	6
CC(=O)c1ccc(NC(=O)CSc2nnc(-c3ccncc3)o2)cc1	4	8
Cc1ccc(-c2nnc(N(C)C(=O)C3CCCO3)s2)cn1 (stereo unspecified)	-14	12
Cc1cccc(C(=O)Nc2nc3ccc(S(C)(=O)=O)cc3s2)c1	-7	5
COc1cccc(C(=O)NNC(=O)c2ccc3ccccc3c2O)c1	-11	10
Cc1c(C(=O)N/N=C/c2ccc(N3CCOCC3)cc2)nc2ccccn12	-2	-12
O=C(CCC1CCCN(C(=O)CC2=CCCCC2)C1)N1CCN(c2ccccn2)CC1 (stereo unspecified)	2	-1
CC(C)(C)N(Cc1ccccc1)C(=O)COC(=O)c1ccccc1SCC(=O)N1CCCC1	4	7
CCc1ccc(NC(=O)Nc2cccs2)cc1	-4	-6
Cc1ccc(S(=O)(=O)N2CCN(C(=O)CSc3nnnn3C)C2)cc1	3	-7
CC(=O)Nc1ccc(S(=O)(=O)Nc2ccccn2)cc1	-3	4
Cc1ccc(S(=O)(=O)OCC(=O)Nc2ccc(C(=O)O)c(O)c2)cc1	8	4
C=CCSc1nnc(-c2ccccc2NC(C)=O)c(=O)[nH]1	22	-20
COc1ccc(/C=N/N2C(=O)CSC2=S)cc1Br	4	-8
CCCSc1nnc(-c2c[nH]c3ccccc23)n1CC	4	-10
NC(=O)C1CC(=O)N(c2ccc(OCC(=O)Nc3ccc(F)cc3)cc2)C1 (stereo unspecified)	11	-6
CCCC1NC(=O)c2cccnc2-n2c1nc1cc(C)cc(C)c1c2=O (stereo unspecified)	3	19
Cc1cccc(C)c1N1CCN(S(=O)(=O)N(C)C)CC1	i	-35
O=C(O)c1ccccc1O	-6	3
Cc1cc(C)cc(Nc2nc3c(S(=O)(=O)c4ccccc4)nnn3c3ccccc23)c1	60	4
O=C(CSC(=S)N1CCCC1)Nc1cc2c(cc1Br)OCCO2	-1	-5
Cc1ccc(S(=O)(=O)CCC(=O)OCC(=O)N(C)c2ccccc2)cc1	0	-3
Cn1nc(-c2ccc(Cl)cc2)c2cc(C(=O)N3CCN(c4ccccc4)CC3)sc21	2	0
CC(=O)Nc1ccc(S(=O)(=O)NCC(=O)OCC(=O)c2ccc[nH]2)cc1	0	-6
CCN(CC(=O)Nc1c(F)cccc1F)C(=O)CCCOc1ccc(OC)cc1	1	0
COc1ccc(-c2csc3nc(-c4ccccc4)oc(=O)c23)cc1OC	2	-18
COc1ccc(NC(=O)N(C)C[C@@H]2OCc3cnnn3CCCC(=O)N([C@@H](C)CO)C[C@H]2C)c(OC)c1	-5	13
Cc1ccc(NS(=O)(=O)c2ccc(CCC(=O)NCc3ccccn3)cc2)cc1	-3	1
CCOC(=O)Cc1csc(NC(=O)Nc2ccc(C)cc2)n1	-5	-2
CN(C)C(CNC(=O)Cc1ccc([N+](=O)[O-])cc1)c1ccccc1 (stereo unspecified)	10	2
NC(=O)c1c(NC(=O)Cn2nc(C(=O)O)c3ccccc3c2=O)sc2c1CCC2	6	-3
CCOC(=O)C1(Cc2ccccc2)CCCN(C(=O)c2ccc(-n3ccnc3)cc2)C1 (stereo unspecified)	-10	2

# A second format for two compounds above.
CC(=O)Nc1ccc(S(=O)(=O)Nc2ccccn2)cc1
  H9c2 TAG inh DAPI viability = -3; H9c2 TAG inh = 4

Cc1cc(C)cc(Nc2nc3c(S(=O)(=O)c4ccccc4)nnn3c3ccccc23)c1
  H9c2 TAG inh DAPI viability = 60; H9c2 TAG inh = 4

# The listing continues:
structure	H9c2 TAG inh DAPI viability	H9c2 TAG inh
CC(=O)Nc1ccc(C(=O)N2CC(=O)NC(=O)C2)cc1	-4	10
Cc1ccc(COc2coc(CO)cc2=O)cc1	-3	-1
COc1cc(OC)cc(-c2n[nH]c(=S)n2-c2ccc3c(c2)OCCO3)c1	0	-5
COc1cccc(N(C(=O)C2CSC(=O)C2)C(C(=O)NC(C)(C)C)c2ccncc2)c1 (stereo unspecified)	1	0
COc1ccc(C)cc1NC(=O)CN(C)S(=O)(=O)c1cccs1	5	-22
C[n+]1ccn(CC(=O)c2ccc(Cl)cc2)c1	2	-4
CCN(CC)S(=O)(=O)c1cc(NC(=O)c2ccc(Br)s2)ccc1C	9	-21
Cc1ccc(NC(=O)C(C)NC(=O)OCc2ccccc2)cc1C (stereo unspecified)	9	-12
Cc1cnc(NC(=O)c2cncc(Br)c2)s1	-17	5
Cc1cc(C)n(C(C)Sc2ccccc2)n1 (stereo unspecified)	8	12
CCCCCCCCC(=O)N1C(C)CCC1C (stereo unspecified)	-9	6
Brc1ccc(C2=Nn3c(Cn4nnc5ccccc54)nnc3SC2)cc1	-2	2
COCCN(C(=O)CSc1nnc(C)n1Cc1ccccc1)c1c(N)n(Cc2ccccc2)c(=O)[nH]c1=O	3	-8
CCOC(=O)c1ccccc1NC1CC(=O)N(c2ccccc2C)C1=O (stereo unspecified)	5	3
O=C(O)c1cccc(NC(=S)NC(NC(=O)c2cccc([N+](=O)[O-])c2)C(Cl)(Cl)Cl)c1 (stereo unspecified)	7	-6
O=C1OC(Nc2ccc(F)cc2F)c2ccccc21 (stereo unspecified)	-7	3
